TR-FRET SRC-2 ct = flags TR-FRET format artefacts in PPARgamma SRC-2 recruitment agonist screen; TR-FRET artefact counter-screen; hits give high values; TR-FRET ratio at 8 µM; 0.4% of 200,000 active; in the data active = TR-FRET ratio above about 2000; note: inactives centre near 1500
PMI activator = activators of human phosphomannose isomerase; P34949; 0.005% of 190,000 active; activation factor at 20 µM; AID 1214; purified human PMI, coupled resazurin fluorescence, 20 min; hits give high values; 1 = vehicle control, 0 substrate-free wells;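 active = activation factor of 2 or more at 20 µM, relative to plate controls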
Target sequence (P34949 whole entry, looked up): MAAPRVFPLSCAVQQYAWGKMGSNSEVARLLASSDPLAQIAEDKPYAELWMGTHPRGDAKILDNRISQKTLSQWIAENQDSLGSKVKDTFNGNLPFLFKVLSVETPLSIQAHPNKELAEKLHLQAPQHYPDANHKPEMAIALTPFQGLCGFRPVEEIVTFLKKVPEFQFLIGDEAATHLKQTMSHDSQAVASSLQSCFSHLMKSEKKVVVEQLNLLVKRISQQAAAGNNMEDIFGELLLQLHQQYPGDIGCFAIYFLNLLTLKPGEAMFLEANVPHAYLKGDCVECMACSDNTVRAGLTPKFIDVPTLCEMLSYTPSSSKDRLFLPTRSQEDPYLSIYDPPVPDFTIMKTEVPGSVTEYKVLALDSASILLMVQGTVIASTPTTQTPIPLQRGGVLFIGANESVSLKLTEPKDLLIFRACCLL
PPARg SRC-3 ag = PPARgamma-driven SRC-3 recruitment agonism | biochemical PPARgamma/SRC-3 coactivator recruitment assay | activation, % at 8 µM | P37231 | 0.26% of 200,000 active; in the data active = activation above about 23%;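 note: 0% = DMSO and 100% = reference agonist; some compounds past the cut are filed as inactive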
Target sequence (P37231 whole entry, looked up): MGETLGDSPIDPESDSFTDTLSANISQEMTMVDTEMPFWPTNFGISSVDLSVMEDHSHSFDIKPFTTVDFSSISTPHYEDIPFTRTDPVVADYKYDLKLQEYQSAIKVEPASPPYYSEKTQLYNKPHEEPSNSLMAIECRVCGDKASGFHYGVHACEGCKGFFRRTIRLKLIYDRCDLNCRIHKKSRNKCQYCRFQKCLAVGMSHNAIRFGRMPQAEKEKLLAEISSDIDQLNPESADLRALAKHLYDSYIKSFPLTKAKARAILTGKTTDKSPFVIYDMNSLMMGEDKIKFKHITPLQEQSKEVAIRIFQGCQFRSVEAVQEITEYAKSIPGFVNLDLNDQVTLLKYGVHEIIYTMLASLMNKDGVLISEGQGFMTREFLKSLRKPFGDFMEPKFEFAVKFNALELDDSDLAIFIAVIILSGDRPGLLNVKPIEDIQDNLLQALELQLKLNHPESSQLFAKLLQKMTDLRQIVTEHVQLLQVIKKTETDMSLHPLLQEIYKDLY
Diaph act CS = diaphorase activation or chemical reduction counter-screen; 0.005% of 190,000 active; activation factor at 20 µM; Diaphorase/resazurin coupled assay, resorufin fluorescence, 16 min; hits give high values; 1 = vehicle wells, 0 = NADH-free wells;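 active = diaphorase activity raised at least twofold by the compound at 20 µM; inactive = activation factor below 2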
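Material: Clostridium kluyveri diaphorase, purified enzyme; Quantity: enzyme 0.07 U/mL final; Medium: HEPES pH 7.4 buffer with MgCl2 and Tween 20; Dosing: single compound dose of 20 µM, 1% DMSO final; Schedule: 16 min reaction at room temperature; Measured by: red resorufin fluorescence at 544/590 nm excitation/emission.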
PPARg SRC2 recr = agonists of SRC-2 recruitment by human PPARgamma; 0.34% of 200,000 active; activation, % at 8 µM; PPARgamma LBD-SRC-2 recruitment, biochemical; P37231; in the data active = activation above about 22%;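 note: 0% = vehicle and 100% = reference agonist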
Diaphorase inh = inhibits diaphorase or chemically oxidizes, flagging diaphorase assay artifacts; 0.69% of 190,000 active; AID 1217; diaphorase resazurin-to-resorufin fluorescence, NADH, 16 min; bacterial (C. kluyveri) enzyme, not human; inhibition, % at 20 µM;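 active = primary screen inhibition at 20 µM above a set limit, cut at about 50% in these data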;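 note: plate controls were DMSO with full reaction for no effect and wells lacking NADH for full effect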
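Test system: Clostridium kluyveri diaphorase enzyme / Quantity: diaphorase at 0.14 U/mL in enzyme working solution / Incubation: 16-min room-temperature incubation before reading / Benchmarks: NADH-free wells as positive control, DMSO-only neutral wells / Signal: resorufin fluorescence 544/590 nm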
PPARg SRC1 recr = agonists of human PPARgamma SRC-1 coactivator recruitment | PPARgamma-SRC-1 coactivator recruitment biochemical assay | activation, % at 8 µM | 0.41% of 200,000 active | AID 631; in the data active = activation above about 19%;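 note: 0% = DMSO and 100% = reference agonist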
PMI act satM6P = PMI (human) activation, high substrate; AID 1216; coupled PMI enzyme assay, resazurin fluorescence, 20 min; hits give high values; 1 = untreated enzyme, 0 = substrate-free blank; P34949; activation factor at 20 µM; 0.34% of 190,000 active;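 active = activation factor of 2 or more at 20 µM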
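Test system: human PMI in coupled enzyme assay; Input: PMI at 15 ng/mL final; Medium: HEPES buffer, pH 7.4; Schedule: 20 min incubation at room temperature; Technique: resorufin fluorescence at Ex 544/Em 590 nm; Compound: 20 µM single dose; Probe or stimulus: Near-saturating mannose-6-phosphate, 1.0 mM.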
S1P3 antagonist = antagonists of human S1P3 receptor. CHO S1P3 NFAT-BLA reporter, FRET fluorescence, antagonist mode. inhibition, % at 4.98 µM. Q99500. 0.27% of 170,000 active;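 active = inhibition above the plate cutoff, the mean inhibition of test wells on that plate plus 3 SD, cut at about 28% in these data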;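 note: cells challenged with S1P at its EC80 of 0.8 µM; blue over green emission ratio from cleaved BLA substrate after 4 h stimulation; 0% = S1P-stimulated wells and 100% = unstimulated DMSO-only wells; some compounds past the cut are filed as inactive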
ROMK primary = human ROMK K+ channel modulation, primary screen; P48048; Tet-inducible ROMK, thallium flux fluorescence; actives lie on both sides; B-score at 10 µM; 2% of 130,000 active;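 active = signal ratio slope over the read window, or its plate-corrected B-score, at least 3 SD from the plate mean, either direction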;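 note: B-score of the F/F0 ratio slope over 7 to 12 s after thallium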
G6PDH CS = inhibits Leuconostoc G6PDH, flagging false hits in G6PDH-based assays. Purified L. mesenteroides G6PDH, diaphorase/resazurin coupled fluorescence, 45 min. inhibition, % at 5 µM. 0.12% of 200,000 active. AID 1020; in the data active = inhibition above about 50%
Numbers without * were called inactive; x = not tested or not shown. No enrichment for hits. About 3.3% of those tested had a hit in this group.

smiles,TR-FRET SRC-2 ct,PMI activator,PPARg SRC-3 ag,Diaph act CS,PPARg SRC2 recr,Diaphorase inh,PPARg SRC1 recr,PMI act satM6P,S1P3 antagonist,ROMK primary,G6PDH CS
Cc1cc(NC(=O)c2ccc(F)cc2F)n(-c2nc3ccccc3[nH]2)n1,1630,1,6,1,-4,3,1,1,x,x,6
O=C(O)/C=C\C(=O)Nc1ccc(N2CCN(c3ccc(F)cc3)CC2)cc1,1526,0.9,-3,1.2,7,-16,11,0.6,-25,0.15,17
CC(/C=C1\SC(=S)N(NC(=O)c2ccccc2C)C1=O)=C\c1ccccc1,1719,0.9,9,0.8,7,23,1,0.9,5,x,-14
Cc1ccccc1OCC(=O)OCC(=O)NCC1CCCO1 (stereo not given),1584,1.1,1,1.1,0,-5,4,1.1,14,0.01,0
O=C(COc1ccc2ccccc2c1)NCCc1ccc2c(c1)OCCO2,1403,0.9,2,0.6,7,35,-2,0.7,-11,-1.3,-2
Cc1cccnc1CCNC(=O)CCc1nnc(-c2ccccc2)o1,1520,0.9,2,0.9,-5,8,5,0.9,3,-0.57,3
O=C(Cn1c(=O)c(=O)n(Cc2ccccc2)c2ccc(Cl)cc21)Nc1ccc(F)cc1F,1473,0.9,5,0.9,0,7,9,0.9,7,0.75,3
O=C(COC(=O)c1ccco1)Nc1ccccc1[N+](=O)[O-],1535,1.1,-3,1,-1,2,0,1.1,-15,0.25,4
COc1cc(C(=O)ON=C2C(C)=CC(=O)C=C2C)cc(OC)c1OC,1233,0.4,-7,0.2,-1,76*,-4,0.3,x,-1,2
CCNc1nc(NCC)nc(N2CC(=O)N(CC(=O)OCC)C2=N)n1,1544,x,8,x,7,x,-5,x,x,-0.11,x
C=CCn1c(=NC(=O)C2CC2)sc2cc(NC(C)=O)ccc21,1698,0.9,-11,0.8,2,16,1,0.9,6,x,8
O=C(NCc1ccccc1Cl)C(=O)NCC1OCCN1S(=O)(=O)c1cccs1 (stereo not given),1668,0.8,5,0.8,-2,19,8,0.9,-28,1,2
COc1ccc(C2C(C(=O)N3CCCC3)CC(=O)N2c2ccc(OC)cc2)cc1 (stereo not given),1491,1,-3,0.9,4,12,4,1,x,x,3
O=C(OCC(=O)c1c[nH]c2ccccc12)C1=COCCO1,1397,0.9,0,0.9,1,8,7,0.9,18,x,-3
COc1ccc(/C=N/n2c(=O)[nH]c3c([nH]c4ccc(Br)cc43)c2=O)cc1CN1CCOCC1,1686,0.9,20,0.8,21,20,-3,0.9,x,x,-2
CS(=O)(=O)c1nc(-c2ccc(F)cc2)cc(C(F)(F)F)n1,1483,1.2,19,0.9,4,10,15,1.1,-10,-2.6*,15
Nc1nc(N)nc(-c2ccc(Cl)cc2)n1,1399,1,-2,0.9,5,5,-5,1,x,x,1
COCCn1cnc2c1c(=O)n(CC(=O)OCC(=O)NCC(F)(F)F)c(=O)n2Cc1ccccc1,1580,1,1,0.8,5,17,5,1,4,x,7
O=c1ccn(Cc2ccccc2)c(=O)n1Cc1ccccc1,1378,0.8,-14,0.9,3,14,-1,0.9,-7,0.12,2
O=S1(=O)N=C(N(CCO)/N=C/c2ccccc2)c2ccccc21,1590,1,8,0.9,3,7,3,1,0,0.3,-6
COc1ccc(CNC(=O)c2cccc(C)c2[N+](=O)[O-])cc1,1573,1,1,1,11,2,0,1,3,0.073,4
COc1ccc(Br)cc1CN(C)CC(=O)Nc1cc(Cl)ccc1Cl,1497,0.8,-3,0.8,7,15,10,0.9,-13,x,-10
Cc1cccc(C)c1NC(=O)/C(=C/c1ccco1)c1ccccc1,1484,1.1,9,0.9,8,8,3,1.1,x,0.36,3
COc1cc(NC(=S)NC(=O)c2c(OC)cccc2OC)ccc1NC(=O)c1cccs1,1815,0.9,-2,0.9,2,14,-2,0.9,x,x,2
Cc1cccc(Nc2nc(N)nc(CSc3nccc(C)n3)n2)c1,1532,1,6,0.9,-1,6,-1,1,x,1,1
Cc1ccc(CN2CCN(/N=C/c3ccc(Cl)c([N+](=O)[O-])c3)CC2)cc1,1675,0.9,7,0.8,11,22,6,0.8,-5,-0.7,1
CSc1ncccc1C(=O)N1CCCC(CCC(=O)NCc2ccc(F)c(F)c2)C1 (stereo not given),1620,0.9,-3,0.8,-3,20,6,0.8,-15,0.75,14
O=C(CNc1ccc(Cl)cc1)NNC(=S)NCc1ccccc1,1720,0.9,5,0.8,5,20,3,0.9,2,-1.8,15
CC1CCCCC1N=C1NC(C)(C)CS1 (stereo not given),1667,1,4,0.9,7,6,14,1,3,x,-4
CCN(CC)CCN1C(=O)C(=O)/C(=C(/O)c2ccc(OC)cc2)C1c1cccs1 (stereo not given),1345,1.1,-2,1.1,5,-11,-5,1,x,x,13
COc1ccc(-c2ccc(/C=C3\C(=O)N(c4ccccc4)N=C3c3ccccc3)o2)c([N+](=O)[O-])c1,1505,1,3,0.8,1,17,4,1,x,1,5
O=C(c1ccc(COc2ccccc2Br)o1)N1CCCCCC1,1507,0.8,-1,0.8,1,17,-1,0.8,41,-2.6,13
COC(=O)c1oc(-c2ccc(Cl)cc2)nc1C,1737,1.1,3,1,3,-1,1,1.1,-13,-0.7,8
Cc1nn(-c2ccccc2)c(C)c1/C=N/NC(=O)c1cccs1,1628,0.9,3,0.9,0,6,7,1.1,10,x,-19
O=C(Nc1nnc(-c2ccccc2F)s1)C1CCCO1 (stereo not given),1575,0.9,-3,0.9,6,11,8,1,x,0.52,8
CCC(=O)N1CCc2cc(Br)cc(S(=O)(=O)N3CCN(C(=O)c4ccco4)CC3)c21,1481,0.9,3,0.9,-4,6,2,1,x,-0.41,-2
Cc1cc(C)n(CC(=O)N2c3ccccc3Sc3ccc(C(F)(F)F)cc32)n1,1247,1,-2,0.9,-4,13,-6,1,11,-0.77,-4
O=C1CC(Nc2ccc(N3CCOCC3)cc2)C(=O)N1CCc1ccccc1 (stereo not given),1498,0.8,0,0.8,13,16,2,0.9,x,2.5,13
CCOC(=O)C1=C(N)OC2=C(C(=O)CCC2)C1c1ccc(C)s1 (stereo not given),1425,0.7,-3,1,3,2,4,1,19,x,14
CCN1C(=O)C2(C(C#N)=C(N)Oc3n[nH]c(-c4ccc(Cl)cc4)c32)c2ccccc21 (stereo not given),1721,0.7,7,0.8,4,21,0,0.8,x,-0.0025,4

A second format for some results above:
O=C(Nc1nnc(-c2ccccc2F)s1)C1CCCO1 (stereo not given)
  TR-FRET SRC-2 ct: 1575
  PMI activator: 0.9
  PPARg SRC-3 ag: -3
  Diaph act CS: 0.9
  PPARg SRC2 recr: 6
  Diaphorase inh: 11
  PPARg SRC1 recr: 8
  PMI act satM6P: 1
  S1P3 antagonist: x
  ROMK primary: 0.52
  G6PDH CS: 8

CCC(=O)N1CCc2cc(Br)cc(S(=O)(=O)N3CCN(C(=O)c4ccco4)CC3)c21
  TR-FRET SRC-2 ct: 1481
  PMI activator: 0.9
  PPARg SRC-3 ag: 3
  Diaph act CS: 0.9
  PPARg SRC2 recr: -4
  Diaphorase inh: 6
  PPARg SRC1 recr: 2
  PMI act satM6P: 1
  S1P3 antagonist: x
  ROMK primary: -0.41
  G6PDH CS: -2

Other records.
smiles,TR-FRET SRC-2 ct,PMI activator,PPARg SRC-3 ag,Diaph act CS,PPARg SRC2 recr,Diaphorase inh,PPARg SRC1 recr,PMI act satM6P,S1P3 antagonist,ROMK primary,G6PDH CS
COc1ccccc1NC(=O)N1CCCC1C(=O)NC12CC3CC(CC(C3)C1)C2 (stereo not given),1573,1,4,1.1,1,-7,-6,1.1,-10,-0.14,-1
c1ccc(-c2nc(NCc3ccco3)c3ccccc3n2)cc1,1441,1.2,-4,0.9,4,11,2,1.3,x,x,-5
O=C(CN1C(=O)c2ccccc2S1(=O)=O)NCc1ccc2c(c1)OCO2,1468,1.1,9,0.9,2,8,-1,1,x,x,11
O=C1c2ccccc2C(=O)N1CSc1ncccn1,1601,1,5,0.8,2,15,0,1,-27,x,2
O=C(CCSc1ccccc1)OCn1nnc2ccccc2c1=O,1390,0.9,3,0.9,5,11,2,0.9,4,-0.37,2
CCOC(=O)c1ccc2[nH]c(C)c(C)c2c1,1557,x,14,x,4,x,0,x,x,-0.003,x
Cc1nn2c(-c3cccc(NC(=O)c4ccco4)c3)nnc2c2ccccc12,1387,0.9,-3,0.5,3,50,8,0.9,14,-1.4,-46
CCOc1ccc(C(=O)NCC2(c3ccccc3)CCOCC2)cc1,1668,0.9,7,0.9,12,5,12,0.9,7,0.12,19
COC(=O)C1=C(C)N(C(C)c2ccccc2)C(=O)C1 (stereo not given),1539,1,-6,0.9,4,9,-4,0.9,-8,x,-12
CCCc1cc(=O)[nH]c(SCC(=O)c2c[nH]c3ccccc23)n1,1541,1,0,1,-1,0,8,1,-1,0.54,-3
Cc1ccc(NCc2nnc(SCC(=O)N3c4ccccc4Sc4ccccc43)o2)c(C)c1,1679,0.8,1,0.8,4,18,6,0.9,-45,0.46,-24
